PREPL inh: human PREPL enzyme inhibition; Q4J6C6; recombinant PREPL, fluorescence polarization activity-based probe; inhibition, % at 5.96 µM; actives 0.68% (n = 320,000); in the data active = inhibition above about 43%;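 also: 0% = enzyme with DMSO and 100% = wells lacking enzyme; many of its hits are not listed in these tables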
Efflux pump mplx: inhibitors of Candida antifungal efflux pumps expressed in yeast. S. cerevisiae Candida pump triplex, Nile Red efflux. inhibition, % at 10 µM. actives 0.44% (n = 330,000);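 active = plate passing quality check with inhibition over a set limit, or well fluorescence over plate mean plus 4 SD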;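 also: Nile Red retained in pooled yeast measured as flow cytometry median fluorescence; 0% = buffer negative control and 100% = Enniatin B positive control; higher means more Nile Red kept so more efflux inhibition; some compounds called inactive have numbers as strong as hits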
TPT1 inh: inhibitors of Candida albicans tRNA 2'-phosphotransferase TPT1 | recombinant caTPT1, FP RNA substrate dephosphorylation | inhibition, % at 5 µM | actives 0.81% (n = 300,000);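 active = inhibition above the mean of all tested compounds plus 3 SD, set per screening campaign, cut at about 24% in these data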;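 also: plate controls were DMSO alone for no effect and ferristatin control at 100 nM for full effect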
PP1 counter: counter-screen for PP5 inhibitors: inhibitors of human PP1-alpha; P62136; actives 0.9% (n = 320,000); purified PP1alpha, OMFP fluorescence; AID 2235; inhibition, % at 6.7 µM;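 active = inhibition above the mean inhibition of all tested compounds plus 3 SD, computed separately for each screening campaign, cut at about 15% in these data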
Target sequence (P62136 whole entry, looked up): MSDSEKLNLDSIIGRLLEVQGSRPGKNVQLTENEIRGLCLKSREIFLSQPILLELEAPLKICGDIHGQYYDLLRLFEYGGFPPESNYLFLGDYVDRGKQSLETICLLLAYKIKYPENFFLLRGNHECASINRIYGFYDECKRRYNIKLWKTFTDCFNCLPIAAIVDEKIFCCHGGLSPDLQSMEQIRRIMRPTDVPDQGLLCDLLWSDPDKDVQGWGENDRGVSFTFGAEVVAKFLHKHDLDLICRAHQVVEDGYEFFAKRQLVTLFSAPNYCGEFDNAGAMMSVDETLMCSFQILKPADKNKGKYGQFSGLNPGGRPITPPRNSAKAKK
PP5 inh: inhibitors of human protein phosphatase 5 (PP5); inhibition, % at 6.7 µM; actives 0.18% (n = 320,000); P53041; AID 1987; purified PP5c, OMFP substrate fluorescence;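 active = inhibition above the campaign's mean inhibition across all tested compounds plus 3 SD, cut at about 9.5% in these data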;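 also: 0% = DMSO only and 100% = 100 µM cantharidin control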
Target sequence (P53041 whole entry, looked up): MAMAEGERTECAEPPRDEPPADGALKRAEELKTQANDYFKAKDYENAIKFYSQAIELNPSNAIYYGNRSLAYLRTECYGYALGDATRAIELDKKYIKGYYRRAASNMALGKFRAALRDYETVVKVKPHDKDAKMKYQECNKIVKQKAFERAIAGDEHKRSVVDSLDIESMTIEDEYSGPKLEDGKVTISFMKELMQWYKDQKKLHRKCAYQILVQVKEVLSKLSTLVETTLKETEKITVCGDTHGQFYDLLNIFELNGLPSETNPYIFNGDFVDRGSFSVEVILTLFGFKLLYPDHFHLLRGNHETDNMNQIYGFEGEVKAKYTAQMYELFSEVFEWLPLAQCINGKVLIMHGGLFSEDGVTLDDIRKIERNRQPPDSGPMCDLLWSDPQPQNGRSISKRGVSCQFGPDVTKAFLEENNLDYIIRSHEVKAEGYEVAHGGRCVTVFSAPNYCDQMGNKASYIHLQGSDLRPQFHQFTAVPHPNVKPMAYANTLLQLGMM
Fh CTSL1 inh: counter-screen for PFM18AAP inhibitors: inhibitors of F. hepatica cathepsin L1; actives 0.49% (n = 300,000); recombinant F. hepatica cathepsin L1, Z-Leu-Arg-MCA fluorescence; inhibition, % at 5.96 µM;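 active = inhibition above the mean of all tested compounds plus 3 SD, set per screening campaign, cut at about 17% in these data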;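 also: 0% = plate median of test compound wells and 100% = 1 µM Z-Phe-Ala-diazomethylketone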
core dimer inh: blocks dimerization of HCV core protein; actives 0.33% (n = 300,000); inhibition, % at 5 µM; TR-FRET GST/Flag-core106 dimerization, 1536-well;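 active = inhibition above the mean of all tested compounds plus 3 SD, set per screening campaign, cut at about 45% in these data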
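Material: Tagged HCV core106 pair (GST and Flag) | Amount: GST-core106 13.5 nM, Flag-core106 17 nM | Medium: KF-containing HEPES buffer, pH 7.45, DTT, CHAPS, BSA | Reagent: Eu donor and XL665 acceptor anti-tag antibodies | Schedule: 4 h at 22.5 °C | Technique: Time-resolved FRET, ex 340 nm, em 617 and 671 nm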
GASC-1 inh: inhibitors of human GASC-1 (JMJD2C) demethylase; inhibition, % at 2.35 µM; GST-JMJD2C(1-420) H3K9me3 demethylation, DELFIA europium; actives 0.069% (n = 330,000); Q9H3R0;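 active = more than half of a compound's replicate wells show inhibition beyond 50%, single wells judged on their own value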;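 also: signal counts dimethyl H3K9 product captured on neutravidin plate; 0% = median of DMSO wells and 100% = 0.3 times that DMSO median; strong numbers were not always called active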
LYPLA2 counter: blocks human lysophospholipase 2, a PME1 counter-screen; O95372; recombinant LYPLA2, FP-Rh probe fluorescence polarization; inhibition, % at 5.9 µM; actives 0.38% (n = 320,000);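 active = inhibition above the screen-wide mean plus 3 SD, limit set per campaign, cut at about 26% in these data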;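 also: 0% = LYPLA2 with DMSO and 100% = wells lacking LYPLA2 enzyme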
Target sequence (O95372 whole entry, looked up): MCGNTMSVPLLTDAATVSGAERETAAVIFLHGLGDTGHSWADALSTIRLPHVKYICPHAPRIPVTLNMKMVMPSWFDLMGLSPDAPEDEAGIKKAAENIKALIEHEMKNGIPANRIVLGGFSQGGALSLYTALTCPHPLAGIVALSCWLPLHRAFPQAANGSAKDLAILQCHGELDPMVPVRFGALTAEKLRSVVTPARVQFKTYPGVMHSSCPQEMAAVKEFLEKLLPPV
The depositor's hits bear a star; nt = not tested or not shown; & = joins results of further samples. An excerpt; rates above refer to the full screens.

1) N#C/C(=C/c1ccc(CNS(=O)(=O)c2ccccc2)o1)C(=O)NCc1ccccc1
2) CS(=O)(=O)N1CCC(C(=O)NCC2CCCO2)CC1 (stereo not given)
3) COCCOC(=O)C1=C(C)N=C2SCCC(=O)N2C1c1ccc(C(=O)OC)cc1 (stereo not given)
4) Cc1c(C(=O)N2CCC(C)CC2)cccc1[N+](=O)[O-]
5) CCOC(=O)N1CCC(NC(=O)CCc2c(C)nc3c(c(C)nn3C(C)(C)C)c2C)CC1
6) CCCCOc1ccc(/C=N/NC(=S)Nc2cccc(C)c2C)cc1
7) CCCC(=O)NC(c1ccc(Cl)cc1)c1ccc2cccnc2c1O (stereo not given)
8) COc1ccccc1Nc1ncc(C(C)=O)c(C)n1
assay / compound	1	2	3	4	5	6	7	8
PREPL inh	-2	-1	-3	1	2	18	-3	16
core dimer inh	4	-8	2	3	-2	5	6	-4
Efflux pump mplx	0.1	-0.1	-0.1	-0.1	0.5	0.0	0.1	-0.1
PP1 counter	-1	-3	-2	-5	1	5	23*	-1
TPT1 inh	5	1	2	-1	2	-4	-2	-1
PP5 inh	5.1	-0.5	-2.9	0.1	1.2	2.4	3.9	-0.7
GASC-1 inh	-9	-5	-1	0	13	1	5	-1
Fh CTSL1 inh	0	3	0	2	-2	1	1	3
LYPLA2 counter	5	0	1	-4	0	7	-3	8

9) CC(=O)Nc1ccc2c(c1)nc(C)n2-c1ccccc1
10) O=C(Nc1ccc(NC(=O)C2CCCCC2)nc1)c1ccccn1
11) Cc1ccccc1N(C(=O)c1csnn1)C(C(=O)NC(C)(C)C)c1cccs1 (stereo not given)
12) CC(C)c1ccccc1NC(=O)Nc1ccc(F)cc1F
13) Cc1cccc(OCCCc2c(C)n[nH]c2C)c1
14) C=CCSc1nnc(NC(=O)c2ccc(N3CCCC3=O)cc2)s1
15) Cc1ccc(OCCNC(=O)c2ccc3c(c2)OCO3)cc1
16) COc1ccc(CCNC(=O)CSc2ccccc2)cc1OC
assay / compound	9	10	11	12	13	14	15	16
PREPL inh	-2	-10	-1	-2	-2	4	-12	6
core dimer inh	6	-3	-2	-2	1	nt	6	0
Efflux pump mplx	0.0	0.0	0.1	0.0	-0.7	-0.2	0.1	0.0
PP1 counter	0	3	-4	-1	1	-1	0	1
TPT1 inh	5	-3	-1	-2	2	nt	0	0
PP5 inh	-0.5	2.1	3.0	-2.8	-0.1	-0.5	-0.5	0.8
GASC-1 inh	-3	23	13	-1	-1	4	-4	10
Fh CTSL1 inh	-6	0	-2	-1	8	nt	0	4
LYPLA2 counter	-4	-3	-4	-1	4	3	-5	-1

17) COC(=O)c1ccccc1NC(=O)CSCC(=O)Nc1ccc(F)cc1
18) Cc1ccc(-c2nnc(CSc3nc(C(C)C)nc4sc(C)c(C)c34)o2)cc1
19) O=C(CN1C(=O)c2cccc3cccc1c23)N1CCN(Cc2ccc3c(c2)OCO3)CC1
20) CC1CCC2(CC1)SCC(=O)N2c1ccccc1 (stereo not given)
21) O=C(CCc1ccccc1)NNC(=O)Nc1ccc(F)c(Cl)c1
22) CCc1c(O)nc2ccccn2c1=O
23) CCOc1ccc(S(=O)(=O)NCCCl)cc1
24) O=C(CSc1nnc(Cc2ccccc2)n1-c1cccc(Cl)c1)N1CCOCC1
assay / compound	17	18	19	20	21	22	23	24
PREPL inh	15	-4	8	-1	-2	-7	-22	16
core dimer inh	-4	0	5	-1	-2	-5	-2	0
Efflux pump mplx	-0.1	0.1	0.2	-0.1	0.1	0.0	0.0	-0.2
PP1 counter	-8	0	-1	-2	1	-3	-5	-1
TPT1 inh	-4	0	2	-1	0	2	0	0
PP5 inh	5.4	-0.6	0.8	1.6	0.0	1.2	1.2	2.4
GASC-1 inh	-2	-2	19	-7	-5	6	-2	30&-8
Fh CTSL1 inh	-1	-4	5	-2	8	0	-2	0
LYPLA2 counter	-4	5	7	3	3	-1	3	1

25) COc1ccc(C(=O)NCC(=O)OCC(=O)N2CCC(C)CC2)cc1OC
26) COc1ccc(CC(=O)N2CCN=C2SCc2ccc([N+](=O)[O-])cc2)cc1
27) CC(=O)Nc1ccccc1-c1nc2ccc(C(=O)N3CCN(c4ccccc4)CC3)cc2[nH]c1=O
28) Cc1cc(=O)n2[nH]c(C)cc2n1
29) COc1ccccc1/C=C/[C@@H]1C[C@H]2CN(Cc3cccc(Cl)c3)C(=O)[C@]23CCCN13
30) COc1ccc(C2=NO[C@@H]3C(=O)N(c4cccc(C)c4C)C(=O)[C@H]23)cc1OC
31) O=C(CCC(=O)N1CCCC1)Nc1ccc([N+](=O)[O-])cc1
32) CCOC(=O)C1=NN(c2ccc(OC)cc2)C(c2ccccc2)CC1=O (stereo not given)
assay / compound	25	26	27	28	29	30	31	32
PREPL inh	-10	15	25	0	7	8	13	-3
core dimer inh	-4	2	7	-4	16	-5	3	5
Efflux pump mplx	0.0	-0.1	-0.1	0.2	0.1	0.1	0.3	0.3
PP1 counter	-1	-7	0	-4	6	-3	0	7
TPT1 inh	0	0	0	0	5	-2	-1	0
PP5 inh	-0.9	0.8	0.2	1.7	2.2	1.9	-0.1	2.8
GASC-1 inh	-31	35	-6&8	-43	-19	3	1	1
Fh CTSL1 inh	-22	-5	-1	-1	-1	3	-6	2
LYPLA2 counter	9	13	2	1	3	-5	-3	8

33) CCc1nn(CC(=O)N2CCN(c3ccc(OC)cc3)CC2)c(=O)c2cc3occc3n12
34) COc1ccc(C(=O)N=c2sc3c(C)ccc(OC)c3n2C)cc1
35) COc1ccc(C(=O)N2CCN(c3ccc(NC(=O)Cc4ccccc4)cc3)CC2)cc1
36) CC/C(=N/Nc1ccccc1)c1cnnc(-c2ccccc2)n1
37) Cn1c(=O)cc(SCC(=O)N2CCN(C(=O)c3ccco3)CC2)c2ccccc21
38) COc1ccc(NC(=O)/C=C/c2ccc(C)o2)cc1S(=O)(=O)N1CCOCC1
39) COC(=O)c1ccc(NC(=O)c2ccccc2)o1
40) Cc1cccnc1NC(=O)c1ccc(NS(=O)(=O)c2ccc3[nH]c(=O)[nH]c3c2)cc1
assay / compound	33	34	35	36	37	38	39	40
PREPL inh	21	-8	19	0	5	1	8	11
core dimer inh	-2	15	3	-2	4	-3	-4	2
Efflux pump mplx	-0.1	0.0	0.6	-0.1	0.4	0.8	0.0	0.2
PP1 counter	4	-3	1	1	-1	2	-1	-3
TPT1 inh	-3	0	1	-1	-1	-1	0	0
PP5 inh	1.2	0.3	0.6	0.0	1.9	1.4	2.1	-1.1
GASC-1 inh	1	-10	3	-7	-9	-4	1	4
Fh CTSL1 inh	-5	-2	4	-1	-4	9	-1	-3
LYPLA2 counter	5	2	-2	-1	4	-12	1	0

Sorted by the number under GASC-1 inh (smallest number first): some entries from above
entry	Compound	GASC-1 inh
34	COc1ccc(C(=O)N=c2sc3c(C)ccc(OC)c3n2C)cc1	-10
39	COC(=O)c1ccc(NC(=O)c2ccccc2)o1	1
40	Cc1cccnc1NC(=O)c1ccc(NS(=O)(=O)c2ccc3[nH]c(=O)[nH]c3c2)cc1	4

More results follow.
41) O=C1Cc2ccccc2C(c2ccc(Cl)cc2Cl)N1 (stereo not given)
42) O=C(c1cc2sccc2n1Cc1ccc(F)cc1)N1CCc2ccccc21
43) CSc1nc2ccc(NC(=O)c3ccco3)cc2s1
44) Cc1cc(C(=O)Nc2ccccc2C#N)n(-c2ccccc2)n1
45) CCc1ccc(C2c3[nH]c4ccccc4c3CCN2C(=O)CN2CCN(CC)CC2)cc1 (stereo not given)
46) COc1ccc(/C=C2/SC(=O)N(CC(=O)NCCC(C)C)C2=O)cc1OC
47) O=C1CC(N2CCN(Cc3ccccc3)CC2)C(=O)N1 (stereo not given)
48) O=C(Cc1nnc(NC(=O)Nc2ccc(F)cc2)s1)NCc1ccccc1
assay / compound	41	42	43	44	45	46	47	48
PREPL inh	-2	-18	0	0	13	0	10	5
core dimer inh	-1	-8	-5	-7	-7	-1	-8	1
Efflux pump mplx	0.3	0.1	0.1	0.1	-0.2	-0.3	0.1	-0.1
PP1 counter	2	2	-2	-3	0	3	-2	7
TPT1 inh	1	0	-3	3	0	-2	0	-1
PP5 inh	0.4	0.9	2.6	3.4	2.6	1.6	0.7	-2.2
GASC-1 inh	6	-41	-3	-1	-7	-8	13	8
Fh CTSL1 inh	1	-3	-1	-1	8	1	0	1
LYPLA2 counter	7	-2	-4	-9	8	8	-10	-17

A different layout for some results above.
cpd | canonical_smiles | PREPL inh | core dimer inh | Efflux pump mplx | PP1 counter | TPT1 inh | PP5 inh | GASC-1 inh | Fh CTSL1 inh | LYPLA2 counter
42 | O=C(c1cc2sccc2n1Cc1ccc(F)cc1)N1CCc2ccccc21 | -18 | -8 | 0.1 | 2 | 0 | 0.9 | -41 | -3 | -2
43 | CSc1nc2ccc(NC(=O)c3ccco3)cc2s1 | 0 | -5 | 0.1 | -2 | -3 | 2.6 | -3 | -1 | -4
44 | Cc1cc(C(=O)Nc2ccccc2C#N)n(-c2ccccc2)n1 | 0 | -7 | 0.1 | -3 | 3 | 3.4 | -1 | -1 | -9
45 | CCc1ccc(C2c3[nH]c4ccccc4c3CCN2C(=O)CN2CCN(CC)CC2)cc1 (stereo not given) | 13 | -7 | -0.2 | 0 | 0 | 2.6 | -7 | 8 | 8
46 | COc1ccc(/C=C2/SC(=O)N(CC(=O)NCCC(C)C)C2=O)cc1OC | 0 | -1 | -0.3 | 3 | -2 | 1.6 | -8 | 1 | 8
47 | O=C1CC(N2CCN(Cc3ccccc3)CC2)C(=O)N1 (stereo not given) | 10 | -8 | 0.1 | -2 | 0 | 0.7 | 13 | 0 | -10
48 | O=C(Cc1nnc(NC(=O)Nc2ccc(F)cc2)s1)NCc1ccccc1 | 5 | 1 | -0.1 | 7 | -1 | -2.2 | 8 | 1 | -17

(next part)
49) O=C(Nc1cccc(C(F)(F)F)c1)C1CCCO1 (stereo not given)
50) Cc1c(C(=O)N2CCOCC2)c(S(=O)(=O)N2CCN(c3ccc(Cl)cc3)CC2)c(C)n1C
51) O=C(Nc1ccc(Cl)c(Cl)c1)c1csc(-c2ccccc2)n1
52) Cc1ccc([N+](=O)[O-])cc1S(=O)(=O)N1CCCN(C)CC1
53) COC(=O)c1ccc(COc2ccc(/C=N/N3CCN(C)CC3)cc2)cc1
54) CCCCNC(=O)CC(=O)Nc1ccccc1C(=O)O
55) CCOC(=O)C1=C(O)C(=O)N(CCCn2ccnc2)C1c1ccc(C)cc1 (stereo not given)
56) CCCNc1nc(N)nc(-c2cc(Cl)ccc2OC)n1
assay / compound	49	50	51	52	53	54	55	56
PREPL inh	-1	17	-7	13	13	3	17	10
core dimer inh	-4	11	1	-13	-1	-3	1	0
Efflux pump mplx	1.0	-0.1	0.1	-0.1	0.1	0.1	0.1	-0.3
PP1 counter	-1	-2	-2	0	-2	0	-1	-2
TPT1 inh	-2	-1	-1	-1	-2	-4	1	-6
PP5 inh	2.6	-2.4	2.8	0.2	-1.3	1.9	0.6	-0.4
GASC-1 inh	5	8	-1	-23	-23	2	-2	3
Fh CTSL1 inh	-3	-2	-1	5	-1	4	-1	1
LYPLA2 counter	9	2	-18	7	0	-3	-14	-4
